pCIP destab: lowers stability of the mouse p/CIP coactivator protein. decrease of EGFP signal, % at 10 µM. Q05BA5. AID 1984. 290,000 compounds, 0.01% hits. F442A p/CIP-EGFP cells, EGFP fluorescence, 16 h;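 active = EGFP signal decrease of at least 30% at 10 µM or well 3 SD below plate mean, unless failing retest; inactive = the rest, including hits failing retest or dose response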; also: some compounds called inactive have numbers as strong as hits; many of its hits are not listed in these tables
IDE inh: cellular human IDE inhibition. inhibition, % at 5.59 µM. P14735. 320,000 compounds, 0.41% hits. HEK cells, FAbetaB cleavage, fluorescence polarization. AID 434962;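 active = percent inhibition above the average of all tested compounds plus 3 SD, set per screening campaign, cut at about 16% in these data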;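 also: IDE supplied by intact live HEK cells; FP after avidin binding of uncleaved biotin substrate so inhibition keeps polarization high; 0% = DMSO wells and 100% = 60 µM reference IDE inhibitor Ii1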
DNA FID counter: displaces DNA intercalator in HCV helicase counter-screen; DNA fluorescent intercalator displacement, fluorescence; inhibition, % at 7.9 µM; 290,000 compounds, 0.17% hits; in the data active = inhibition above about 37%;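 also: 0% = vehicle and 100% = reference compound; higher means more ethidium bromide displaced from hairpin DNA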
M18AAP inhibitor: blocks P. falciparum M18 aspartyl aminopeptidase. recombinant PfM18AAP, H-Glu-NHMec fluorogenic cleavage. inhibition, % at 7.35 µM. 290,000 compounds, 1.2% hits. AID 1822;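 active = inhibition above the campaign mean inhibition over all tested compounds plus 3 SD, cut at about 28% in these data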;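 also: 0% = plate median of test compound wells and 100% = 2 mM ZnCl2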
IMP-1 inh: inhibitors of Pseudomonas aeruginosa IMP-1 metallo-beta-lactamase; AID 1556; inhibition, % at 5.6 µM; purified IMP-1, nitrocefin hydrolysis, epi-absorbance fluorescence; 290,000 compounds, 0.45% hits;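 active = inhibition above the mean plus 3 SD of all compounds in the same screening run, cut at about 4.5% in these data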;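 also: 0% = IMP-1 with DMSO and 100% = DMSO wells lacking enzyme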
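Assay system: purified recombinant IMP-1 beta-lactamase. Input: IMP-1 0.2 nM before substrate addition. Buffer or medium: Zinc- and detergent-supplemented HEPES buffer, pH 7.1. Schedule: 25 °C, 15 min preincubation, 25 min reaction. Signal: Epi-absorbance fluorescence, 480 nm excitation, 530 nm emission. Evaluation: percent inhibition from optical density relative to buffer-blank wells.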
VIM-2 inhibitor: blocks Pseudomonas aeruginosa VIM-2 metallo-beta-lactamase; purified VIM-2, nitrocefin hydrolysis, epi-absorbance fluorescence; inhibition, % at 5.6 µM; 290,000 compounds, 0.89% hits; AID 1527;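 active = inhibition above the mean of all tested compounds plus 3 SD, cutoff set per screening run, cut at about 7.5% in these data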;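 also: red hydrolysis product quenches plate fluorescence so inhibitors raise well fluorescence; 0% = enzyme with DMSO and 100% = DMSO without enzyme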
NS3 helicase inh: inhibitors of Hepatitis C virus NS3 helicase; NS3 helicase DNA unwinding, Cy5 molecular beacon fluorescence; 290,000 compounds, 0.56% hits; AID 1800; inhibition, % at 10.9 µM;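 active = inhibition above the mean of all tested compounds plus 3 SD, set per campaign, cut at about 35% in these data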;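 also: 0% = DMSO wells and 100% = thioflavine S control wells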
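Control set: DMSO versus 110 µM thioflavine S; Material: NS3 helicase fragment of HCV; Measured by: Cy5 fluorescence at 0 and 60 min, beacon hairpin quenching; Read-out basis: percent inhibition from t60/t0 fluorescence ratio; Times: reaction time 60 min, 25 °C; Repeats: single replicate; Compound dosing: single dose, 10.9 µM nominal final, DMSO 0.8% final.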
IDE cell activ: IDE (human) activation, cell-based; P14735; HEK cells, FAbeta-B cleavage, fluorescence polarization; 0% vehicle, 100% cell-free pure enzyme wells; activation, % at 5.96 µM; 340,000 compounds, 0.073% hits; AID 493087;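 active = activation above the mean of all tested compounds plus 3 SD, set per screening campaign, cut at about 17% in these data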
UBC9 SUMO inh: inhibitors of human SUMOylation (UBC9); AID 2006; 290,000 compounds, 0.36% hits; HTRF SUMOylation assay, SAE1/SAE2 + UBC9, in vitro; inhibition, % at 35 µM; in the data active = inhibition above about 50%, passing the limit was not always enough; also: strong numbers were not always called active
An asterisk follows results filed as active; x = not tested or not shown.

item	mol	pCIP destab	IDE inh	DNA FID counter	M18AAP inhibitor	IMP-1 inh
1	Cc1ccc(NC(=O)c2cc(S(=O)(=O)N3CCOCC3)ccc2F)c(C)c1	7	-3	-7	-19	-1.6
2	Cc1ccc(C(=O)N/C(=C\c2cccnc2)c2nc3ccccc3[nH]2)cc1	10	4	-6	-1	-2.8
3	CCOC(=O)c1cnn2c(N)c(C#N)nnc12	3	2	-3	-8	-5.7
4	CN(c1ccc(C(=O)Nc2ccc3c(c2)n(C)c(=O)n3C)cc1)S(C)(=O)=O	-20	0	-13	-18	-0.8
5	CC(C)[C@H](NC(N)=O)C(=O)NNC(=O)COc1cccc(C(F)(F)F)c1	-14	0	-8	-6	-4.3
6	Cc1onc(-c2c(F)cccc2Cl)c1C(=O)NCCc1ccncc1	15	2	-4	3	0.7
7	CCOC(=O)c1[nH]c(=O)c2ccccc2c1O	-18	1	1	11	2.5
8	Cc1ccc(CSc2nnc(CC(=O)Nc3ccc(C)cc3)n2C)cc1	0	2	-31	-2	-3.4
9	Cc1cc(Cl)nc(-n2nc(C)cc2C)n1	3	4	-3	2	-2.7
10	Fc1ccc(C2c3[nH]c4ccccc4c3CCN2Cc2ccoc2)cc1 (configuration not stated)	-8	-3	-1	5	-1.5
11	COc1ccc(C(=O)N/N=C2\CCS(=O)(=O)c3ccc(F)cc32)cc1OC	4	4	-6	-5	-1.3
12	COC(=O)CCCn1c(C)cc(C(=O)CCl)c1C	0	1	-5	8	-1.9
13	COc1cc(/C=C2\C(=N)N3N=C(S(=O)(=O)CC(C)C)SC3=NC2=O)ccc1OC(=O)c1ccco1	-176	8	-5	3	-6.2
14	CCCn1c2c(c(O)c(C(=O)Nc3ccc(C)cn3)c1=O)CCCC2	x	x	-2	-8	-1.7
15	Cc1cc(C)n2nc(SCC3COc4ccccc4O3)nc2n1 (configuration not stated)	-3	-4	-9	6	-3.2

item	VIM-2 inhibitor	NS3 helicase inh	IDE cell activ	UBC9 SUMO inh
1	0.2	-5	2	10
2	-1.8	5	-2	-15
3	-2.6	11	0	1
4	0.0	-10	1	18
5	-3.9	18	3	28
6	-1.5	-6	4	4
7	-1.0	-5	5	17
8	-2.1	4	-6	8
9	-1.7	-4	x	-5
10	-1.4	-11	3	14
11	-1.3	11	-2	23
12	-1.4	-4	-1	4
13	-2.8	-1	x	2
14	-1.2	-2	x	x
15	-1.7	5	-2	13

The closing 2 entries of the part before open the next one.
item	mol	pCIP destab	IDE inh	DNA FID counter	M18AAP inhibitor	IMP-1 inh
14	CCCn1c2c(c(O)c(C(=O)Nc3ccc(C)cn3)c1=O)CCCC2	x	x	-2	-8	-1.7
15	Cc1cc(C)n2nc(SCC3COc4ccccc4O3)nc2n1 (configuration not stated)	-3	-4	-9	6	-3.2
16	N=c1sccn1CC(=O)Nc1cc(Cl)ccc1Oc1ccccc1	-5	3	13	-1	-4.4
17	O=C(c1cc(-c2ccc(Br)cc2)on1)N1CCc2ccccc2C1	-21	1	-5	-1	0.1
18	CC1CCN(c2ccc3nnc(CCC(=O)Nc4cc(F)ccc4F)n3n2)CC1	-8	5	-41	-4	-4.3
19	Cc1ccc(S(=O)(=O)Nc2c(C(=O)O)[nH]c3ccccc23)c(C)c1	-3	0	-35	5	-1.4
20	COc1cc(/C=C2/C(=N)N3C(=NC2=O)SN=C3S(C)(=O)=O)ccc1OS(=O)(=O)c1ccc(C)cc1	-1	8	-21	7	-2.5
21	Cc1sc(NC(=O)C2CCCO2)c(C(N)=O)c1C (configuration not stated)	-11	6	-3	37*	-5.7
22	CCCCc1c(O)nc(SCC(=O)N2CCCCC2)[nH]c1=O	2	3	0	1	-0.3
23	CCOC(=O)c1[nH]c2ccc(C(=O)OC)cc2c1C(=O)OCC	7	4	-24	4	-3.3
24	CCOC(=O)CC(NC(=O)c1ccco1)c1ccc(OC)cc1 (configuration not stated)	-10	3	-2	-1	-1.9
25	COC(=O)c1c(NC(=O)c2c(OC)cccc2OC)sc2c1C(C(=O)OC)CC2 (configuration not stated)	-3	3	-38	6	-0.7
26	Cc1ccc(C)c(C(=O)COC(=O)CCCC(=O)Nc2cc(C(F)(F)F)ccc2Cl)c1	-4	9	-6	-1	1.9
27	CC(NC(=O)c1ccc(F)cc1)C(c1cccs1)N1CCN(C)CC1 (configuration not stated)	-6	4	1	2	-2.2
28	O=C(NCc1ccc2c(c1)OCO2)C1CCC(CNS(=O)(=O)c2ccccc2)CC1 (configuration not stated)	7	-2	-29	-2	-1.1
29	O=C(NC1CCCCCC1)C1CCCN(S(=O)(=O)c2cnc[nH]2)C1 (configuration not stated)	6	1	-3	1	-2.8
30	C[C@@H]1CN(C2CCN(Cc3nc(CC4CC4)no3)CC2)C[C@H](C)O1	-7	2	-11	-5	-1.1

item	VIM-2 inhibitor	NS3 helicase inh	IDE cell activ	UBC9 SUMO inh
14	-1.2	-2	x	x
15	-1.7	5	-2	13
16	-5.5	-19	9	8
17	3.4	26	5	-8
18	0.6	1	1	-8
19	0.1	-12	2	12
20	-1.4	-7	0	16
21	-3.1	-7	7	24
22	0.7	16	5	15
23	1.7	4	1	1
24	0.1	-4	1	6
25	-0.2	-8	3	3
26	0.6	-11	-8	-38
27	-0.4	4	-6	4
28	-1.3	-10	-3	-2
29	-5.6	-1	0	-2
30	-2.5	4	5	0

Following part
item	mol	pCIP destab	IDE inh	DNA FID counter	M18AAP inhibitor	IMP-1 inh
31	COc1ccc2cc(-c3cc(C(=O)OCC(=O)NC4CCS(=O)(=O)C4)c4ccccc4n3)ccc2c1 (configuration not stated)	-10	1	-7	5	-2.5
32	CC(C)(C)c1ccc(-c2nc3[nH]c(=O)cc(NC(=O)c4ccco4)n3n2)cc1	-12	6	-15	6	-1.9
33	Cc1c(C(c2ccc([N+](=O)[O-])cc2)c2c(C)n(C)n(-c3ccccc3)c2=O)c(=O)n(-c2ccccc2)n1C	-3	2	-16	-6	-2.9
34	COc1cccc(OC)c1C(=O)NC(=O)NNc1cc(C(F)(F)F)cc(C)n1	-5	3	-34	40*	-3.4
35	Cc1cccc(N2CCN(C(=O)Cc3ccc(-n4c(=O)[nH]c5ccsc5c4=O)cc3)CC2)c1C	2	13	-33	-1	-1.4
36	O=C1c2cccnc2C(=O)N1CNc1ccc(Cl)cc1	-14	1	6	-1	-0.5
37	Cn1c(N)c(C(=O)CSc2nc(N)cc(N)n2)c(=O)n(C)c1=O	3	21*	2	8	-1.9
38	CCCc1cc2c(=O)c(-c3ccccn3)coc2cc1OC	-6	4	-3	1	-4.7
39	Cc1cccc(C(=O)Oc2ccc(/C=N/NC(=O)c3cc(O)cc(O)c3)cc2)c1	9	x	-31	5	-1.4
40	COc1ccccc1OCC(=O)Nc1ccc(S(=O)(=O)Nc2onc(C)c2C)cc1	-6	3	-27	2	-4.0
41	O=C(COC(=O)c1sc2ccccc2c1Cl)Nc1ncc(Cl)cc1Cl	-8	0	0	3	0.5
42	N#Cc1cccc(Cn2cc(C(F)(F)F)ccc2=O)c1	13	8	-2	-8	-2.2
43	O=C(Nc1cccc(NC(=O)C2C3CC4OC(=O)C2C4C3)c1)c1ccccc1 (configuration not stated)	1	-2	-3	0	-2.5
44	COc1ccc(NS(=O)(=O)c2c(C(=O)N3CCCCCC3)c(C)n(C)c2C)cc1	-3	7	-28	2	-3.4
45	COCCN1C(=O)C(O)=C(C(=O)c2ccco2)C1c1cccc(Oc2ccccc2)c1 (configuration not stated)	-3	7	-46	12	-2.4

item	VIM-2 inhibitor	NS3 helicase inh	IDE cell activ	UBC9 SUMO inh
31	-4.1	-1	4	-34
32	-2.0	23	4	28
33	-1.1	-7	-2	-20
34	-4.3	2	4	-5
35	-2.0	-4	-5	0
36	-1.9	-5	5	0
37	-0.9	0	-32	1
38	-3.4	-2	3	-10
39	-0.6	7	-11	10
40	-3.4	9	1	8
41	-0.8	-4	5	-8
42	0.6	23	4	0
43	-2.6	0	3	2
44	-4.3	-3	7	-6
45	-0.1	30	6	12

Limited to M18AAP inhibitor, IDE cell activ and UBC9 SUMO inh, for two of the compounds above:
entry	SMILES	M18AAP inhibitor	IDE cell activ	UBC9 SUMO inh
16	N=c1sccn1CC(=O)Nc1cc(Cl)ccc1Oc1ccccc1	-1	9	8
14	CCCn1c2c(c(O)c(C(=O)Nc3ccc(C)cn3)c1=O)CCCC2	-8	x	x

The listing continues:
item	mol	pCIP destab	IDE inh	DNA FID counter	M18AAP inhibitor	IMP-1 inh
46	C(=C\c1nc(N2CCCC2)c2ccccc2n1)/c1ccccc1	-17	-10	3	-3	-1.6
47	COc1ccc(-c2c(C)oc3c(CN4CCCC(C)C4)c(O)ccc3c2=O)cc1OC (configuration not stated)	2	x	-6	-1	-0.9
48	COc1ccc(S(=O)(=O)N(CCC#N)Cc2ccco2)cc1OC	1	-3	-6	-7	-0.4
49	COC(=O)C1=C(C(=O)OC)SC(=C2C(=S)C(C)(C)N(C(=O)CC(C)C)c3ccccc32)S1	5	2	0	-16	-4.0
50	O=C(CSc1nnc(Cc2ccccc2)o1)NCc1ccc2c(c1)OCO2	-3	4	-15	7	-2.2
51	COc1ccc(S(=O)(=O)NC(C)C(=O)NCc2ccncc2)cc1Cl (configuration not stated)	1	1	-3	-1	-4.4

item	VIM-2 inhibitor	NS3 helicase inh	IDE cell activ	UBC9 SUMO inh
46	2.4	-16	2	-3
47	-0.8	2	2	12
48	-2.4	10	2	20
49	-2.5	-1	-1	-18
50	-1.4	0	0	11
51	-2.1	7	0	10
